Screening results from PubChem.
mcGAS RapidFire: inhibitors of Mus musculus cyclic GMP-AMP synthase, initial high-throughput assay, cell-free, RapidFire MS. Q8C6L5. recombinant mouse cGAS, cGAMP by RapidFire MS. inhibition, % at 12.5 µM. actives 0.18% (n = 130,000);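 active = inhibition of cGAS enzyme activity at or above 60%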;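 note: enzyme stimulated by 45 bp dsDNA with ATP and GTP substrates; cGAMP share of summed cGAMP plus half ATP and half GTP signals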
Target sequence (Q8C6L5 whole entry, looked up): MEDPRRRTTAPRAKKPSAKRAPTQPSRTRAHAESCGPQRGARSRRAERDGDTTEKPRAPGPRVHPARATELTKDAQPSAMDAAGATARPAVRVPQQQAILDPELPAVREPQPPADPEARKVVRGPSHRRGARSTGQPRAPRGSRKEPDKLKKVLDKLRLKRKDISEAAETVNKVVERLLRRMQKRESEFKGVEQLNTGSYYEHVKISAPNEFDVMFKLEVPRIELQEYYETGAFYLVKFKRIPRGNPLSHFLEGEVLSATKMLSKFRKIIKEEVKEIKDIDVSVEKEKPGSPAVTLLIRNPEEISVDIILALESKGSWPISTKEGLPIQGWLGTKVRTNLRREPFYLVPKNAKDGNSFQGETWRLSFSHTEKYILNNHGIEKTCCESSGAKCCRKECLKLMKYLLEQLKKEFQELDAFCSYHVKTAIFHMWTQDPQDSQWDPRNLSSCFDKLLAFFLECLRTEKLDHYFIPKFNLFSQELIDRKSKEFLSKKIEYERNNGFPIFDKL
* = called active by the depositor.

The opening 2 records (preview)
C=CCn1c(C)cc(C(=O)CC#N)c1C was read as mcGAS RapidFire -14.6.
For N#Cc1ccsc1NC(=O)C1CC(=O)N(C2CCCC2)C1 (configuration not stated) the results were mcGAS RapidFire -4.2.

All compounds of this part, previewed entries included:
C=CCn1c(C)cc(C(=O)CC#N)c1C was read as mcGAS RapidFire -14.6.
For N#Cc1ccsc1NC(=O)C1CC(=O)N(C2CCCC2)C1 (configuration not stated) the results were mcGAS RapidFire -4.2.
For Cc1ccsc1C(=O)NCCC1CN(Cc2ccco2)CCO1 (configuration not stated) the results were mcGAS RapidFire -3.8.
For CCOP(O)(=NNc1ccccc1)OCC the results were mcGAS RapidFire -14.6.
Screening CCn1cc(SCC(N)=O)c2ccccc21 returned mcGAS RapidFire -5.9.
For Cc1ccccc1OCCN(C)c1ccc(S(=O)(=O)N2CCOCC2)cn1 the results were mcGAS RapidFire -9.2.
`CC1CCN(C(=O)c2cn(C)c3c(=O)n(-c4ccc(Cl)cc4)c(=O)[nH]c23)CC1` gave mcGAS RapidFire -26.9.
Screening CN(C)/C=C1/N=C2C=C(c3ccccc3)c3cc(Cl)ccc3N2C1=O returned mcGAS RapidFire -15.8.
Screening COc1ccc(S(=O)(=O)N(C)C)cc1NC(=O)c1ccccc1 returned mcGAS RapidFire -10.3.
N#Cc1c2c(c(N3CCN(CCO)CC3)n3c1nc1ccccc13)CCCC2 was read as mcGAS RapidFire -3.1.
Screening CN1CC2CCCC3(C1)C(=O)NC1(CCCCC1)N=C23 (configuration not stated) returned mcGAS RapidFire 1.3.
For COc1ccccc1-n1cnnc1Cc1ccncc1 the results were mcGAS RapidFire -11.9.
Screening O=C(COC(=O)C=Cc1ccccc1[N+](=O)[O-])Nc1ccc(N2CCCCC2)cc1 returned mcGAS RapidFire -3.5.
`CC1C(=O)N(c2ccc([N+](=O)[O-])cc2)CCN1C(=O)c1ccc(Cl)c(Cl)c1` (configuration not stated) gave mcGAS RapidFire -12.4.
For COc1c(Cl)c(OC)c2c(O)coc2c1Cl the results were mcGAS RapidFire -7.7.
`CC(SCc1cc(Cl)c2c(c1)OCCO2)C(=O)N1c2ccccc2NC(=O)C1(C)C` (configuration not stated) gave mcGAS RapidFire -9.2.
For Cc1cc(C)n(CC(=O)NCc2ccccc2F)n1 the results were mcGAS RapidFire -12.4.
Screening CC1=C(C/C=C(\C)CCCC(C)CCCC(C)CCCC(C)C)C(=O)c2ccccc2C1=O (configuration not stated) returned mcGAS RapidFire -7.0.
Screening CCc1oc(C(=O)N(c2ncc(C(=O)OC)s2)C2CC2)cc1C returned mcGAS RapidFire -2.1.
Screening O=C(CSc1nc(-c2cccs2)c(-c2cccs2)[nH]1)N1CCNC1=O returned mcGAS RapidFire -0.9.
`Cc1[nH]n(-c2ccccc2)c(=O)c1C(=O)c1ccc(S(=O)(=O)N2CCOCC2)cc1` gave mcGAS RapidFire -4.1.
For O=S1(=O)CCn2c(ncnc2=Nc2cccc(C(F)(F)F)c2)N1 the results were mcGAS RapidFire 3.3.
For COc1ccccc1OCc1cc(C(=O)NC2CCNCC2)n[nH]1 the results were mcGAS RapidFire -19.0.
Cc1occc1C(=O)N(Cc1ccccc1O)CC1CCCO1 (configuration not stated) was read as mcGAS RapidFire 13.2.
Screening CN(C)S(=O)(=O)N1CCC(Oc2ccc(C(=O)N3C[C@@H]4CCC[C@H]3C4)cc2)CC1 returned mcGAS RapidFire -5.9.
For COC(=O)C(C)n1cnc2c(nnn2-c2ccc(C)cc2)c1=O (configuration not stated) the results were mcGAS RapidFire 4.5.
`COc1cc(OC)cc(C(=O)N(CCCN2C(=O)c3cccc4cccc(c34)C2=O)c2cccc(OC)c2)c1` gave mcGAS RapidFire -9.8.
For CCc1ccc(C2c3cccn3CCCN2Cc2ccc(OC)c(O)c2)cc1 (configuration not stated) the results were mcGAS RapidFire -2.2.
N#Cc1ccccc1OCC(O)CNCCNC(=O)Nc1ccccc1 (configuration not stated) was read as mcGAS RapidFire -25.9.
For CC(C)CCNC(=O)Cn1c2ccccc2c(=O)c2ccccc21 the results were mcGAS RapidFire -23.9.
`Cc1cnc(C(=O)N2CCN(C(=O)c3csc(=Nc4ccccn4)n3Cc3ccccc3)CC2)cn1` gave mcGAS RapidFire -3.6.
Cc1n[nH]c(=O)c(C(=O)NCCc2ccc(OCC(C)C)cc2)c1C was read as mcGAS RapidFire -14.7.
For Cc1ccc(C)c(OCCNC(=O)C2CCOC2)c1 (configuration not stated) the results were mcGAS RapidFire 2.2.
Screening CN(CC1CC1)S(=O)(=O)Nc1ccc(Br)cc1O returned mcGAS RapidFire 22.6.
`Cc1cc(N2CCCN(Cc3cnc(-c4ccccn4)nc3)CC2)ccn1` gave mcGAS RapidFire -8.7.
For COc1ccccc1-n1ccc2c(cnc3nc(SC)nn32)c1=O the results were mcGAS RapidFire -10.9.
`CC(=C(O)c1ccccc1)S(=O)(=O)c1ccc(C)cc1` gave mcGAS RapidFire -18.4.
`CSc1ccccc1NC(=O)COC(=O)c1cccnc1N` gave mcGAS RapidFire -2.5.
Screening CCSc1ccccc1C(=O)Nc1ncc(C)s1 returned mcGAS RapidFire 5.2.
Screening O=C1CC(c2ccccc2)Sc2nc(C34CC5CC(CC(C5)C3)C4)nn21 (configuration not stated) returned mcGAS RapidFire -6.6.
Screening O=C(CSc1nc2c(cnn2CCO)c(=O)[nH]1)Nc1ccccc1C(F)(F)F returned mcGAS RapidFire -27.1.
CCNC(=O)NC(=O)C(C)Sc1nc(C(C)C)n(-c2ccccc2)n1 (configuration not stated) was read as mcGAS RapidFire -0.7.
CC(C)CC(=O)NCC1(NC(=O)CC(C)C)CCOCC1 was read as mcGAS RapidFire -11.5.
For COc1cn(C)c(C(=O)Nc2cccc(Cl)c2C)cc1=O the results were mcGAS RapidFire -5.7.
For CCN1C(=O)C2(CCCCC2)NC1c1cc2cccc(C)c2nc1Cl (configuration not stated) the results were mcGAS RapidFire 2.4.
`CCC1(C)CC(=O)NC1=O` (configuration not stated) gave mcGAS RapidFire -8.6.
Cc1ccc(C)c(C(=O)NC(C)c2ccccc2OC(F)F)c1 (configuration not stated) was read as mcGAS RapidFire -0.7.
For Cc1ccc(CNCc2cccnc2Oc2ccccc2)o1 the results were mcGAS RapidFire -0.8.
Cc1nc(SCc2ccccc2Cl)c2c(=O)n(C)c(=O)n(C)c2n1 was read as mcGAS RapidFire 8.3.
For O=C(O)c1cc([N+](=O)[O-])c[nH]1 the results were mcGAS RapidFire -3.1.
`Cc1nonc1CC(=O)NC1CC(=O)N(CCc2ccccc2)C1` (configuration not stated) gave mcGAS RapidFire -5.7.
`C/C=C/c1ccc(OCC(O)CN2CCCC2c2ccsc2)c(OC)c1` (configuration not stated) gave mcGAS RapidFire -2.0.
Cc1nnc(CN(C)C2CCC(NC(=O)OC(C)(C)C)CC2)o1 (configuration not stated) was read as mcGAS RapidFire -4.1.
For Cc1cc(-n2c(C)cc(C(=O)COC(=O)c3sccc3C)c2C)no1 the results were mcGAS RapidFire -1.7.
For CCN(CC)C(=S)SC(C)c1nnc(C)o1 (configuration not stated) the results were mcGAS RapidFire -10.7.
`Cc1cc(C)cc(C(=O)NCC(=O)N2CCN(c3ncccn3)CC2)c1` gave mcGAS RapidFire -4.6.
For CCN(CC1CCCO1)C(=O)c1ccc(-n2cc(NC(=O)c3ccoc3)cn2)cc1 (configuration not stated) the results were mcGAS RapidFire -9.4.
`O=C(NC(Cn1ccnc1)c1ccccc1)c1cnn2c1CCCC2` (configuration not stated) gave mcGAS RapidFire -39.7.
`O=C(NCCc1c[nH]c2ccccc12)C1CCCN(c2nc3c(-c4ccccc4)csc3c(=O)[nH]2)C1` (configuration not stated) gave mcGAS RapidFire 2.6.
CCOc1ccccc1-c1nccn1Cc1cnc2c(c1)CCC2 was read as mcGAS RapidFire -21.9.
For Brc1c(CNCCn2cccn2)nc2sccn12 the results were mcGAS RapidFire -4.3.
Cc1ccc(C(=O)NC2C(=O)Nc3cccc(C)c32)cc1NC(=O)C1CCCC1 (configuration not stated) was read as mcGAS RapidFire -17.5.
For O=C(NC[C@H]1C[C@H]2C=C[C@H]1C21CC1)c1ccc(OC2CCN(Cc3ccccn3)CC2)cc1 the results were mcGAS RapidFire -11.5.
CC(C)(C)NC(=O)CNC(=O)c1cccc2ccccc12 was read as mcGAS RapidFire -7.8.
Cn1nc2c(c1NC(=O)c1cc(C(F)(F)F)cc(C(F)(F)F)c1)CCC2 was read as mcGAS RapidFire -2.6.
For Cc1ccc2oc3c(c(=O)c2c1)C(c1cccnc1)N(c1cc(C)on1)C3=O (configuration not stated) the results were mcGAS RapidFire -12.3.
`Cc1ccc(NC2=CC(=O)N(C)C2=O)cc1` gave mcGAS RapidFire -15.9.
`CC(C)(C)OC(=O)N1CCC(NC(=O)C2CCCc3ccn(CCOc4ccccc4)c32)CC1` (configuration not stated) gave mcGAS RapidFire 2.1.
Screening Cc1ccc(S(=O)(=O)N2CCN(CC(=O)n3nc4ccccn4c3=O)CC2)cc1 returned mcGAS RapidFire -9.4.
Screening COc1cc(/C=C2N=C(/C=C/c3ccccc3)OC/2=O)cc(OC)c1OC returned mcGAS RapidFire -8.6.
`NCc1cccc(/C=C/c2ccccc2)c1` gave mcGAS RapidFire -18.6.
For CC(C)(C)n1ncc2c(=O)n(NC(=O)C(c3ccccc3)c3ccccc3)cnc21 the results were mcGAS RapidFire -5.2.

An excerpt from above in order of formula weight, highest first.
`CC(SCc1cc(Cl)c2c(c1)OCCO2)C(=O)N1c2ccccc2NC(=O)C1(C)C` (configuration not stated) gave mcGAS RapidFire -9.2.
`Cc1[nH]n(-c2ccccc2)c(=O)c1C(=O)c1ccc(S(=O)(=O)N2CCOCC2)cc1` gave mcGAS RapidFire -4.1.
Screening CN(C)S(=O)(=O)N1CCC(Oc2ccc(C(=O)N3C[C@@H]4CCC[C@H]3C4)cc2)CC1 returned mcGAS RapidFire -5.9.
For CCN(CC1CCCO1)C(=O)c1ccc(-n2cc(NC(=O)c3ccoc3)cn2)cc1 (configuration not stated) the results were mcGAS RapidFire -9.4.
For CCc1ccc(C2c3cccn3CCCN2Cc2ccc(OC)c(O)c2)cc1 (configuration not stated) the results were mcGAS RapidFire -2.2.
N#Cc1c2c(c(N3CCN(CCO)CC3)n3c1nc1ccccc13)CCCC2 was read as mcGAS RapidFire -3.1.
`Cc1cc(C)cc(C(=O)NCC(=O)N2CCN(c3ncccn3)CC2)c1` gave mcGAS RapidFire -4.6.
For O=S1(=O)CCn2c(ncnc2=Nc2cccc(C(F)(F)F)c2)N1 the results were mcGAS RapidFire 3.3.
`O=C(NC(Cn1ccnc1)c1ccccc1)c1cnn2c1CCCC2` (configuration not stated) gave mcGAS RapidFire -39.7.
For Cc1ccsc1C(=O)NCCC1CN(Cc2ccco2)CCO1 (configuration not stated) the results were mcGAS RapidFire -3.8.
`Cc1nonc1CC(=O)NC1CC(=O)N(CCc2ccccc2)C1` (configuration not stated) gave mcGAS RapidFire -5.7.
For Brc1c(CNCCn2cccn2)nc2sccn12 the results were mcGAS RapidFire -4.3.
For COc1cn(C)c(C(=O)Nc2cccc(Cl)c2C)cc1=O the results were mcGAS RapidFire -5.7.
For Cc1ccc(CNCc2cccnc2Oc2ccccc2)o1 the results were mcGAS RapidFire -0.8.
For COc1ccccc1-n1cnnc1Cc1ccncc1 the results were mcGAS RapidFire -11.9.
For CCN(CC)C(=S)SC(C)c1nnc(C)o1 (configuration not stated) the results were mcGAS RapidFire -10.7.
For O=C(O)c1cc([N+](=O)[O-])c[nH]1 the results were mcGAS RapidFire -3.1.

Following part.
For C=CCOC(=O)/C(=C\c1ccc([N+](=O)[O-])cc1)NC(=O)c1ccc(Br)o1 the results were mcGAS RapidFire 3.6.
For Cc1nc(-c2ccccc2)sc1C(=O)NCCCn1nc(-c2cccs2)ccc1=O the results were mcGAS RapidFire 7.3.
Screening COc1ccc(CNC(=O)c2sc(=O)n(Cc3ccc(C)cc3)c2C)cc1 returned mcGAS RapidFire -10.5.
For CCc1nc(C)c(C(=O)N2CC[C@@H](c3sccc3C)[C@H](O)C2)o1 the results were mcGAS RapidFire -5.4.
`CC(=O)N1N=C(c2ccccc2Cl)OC1C(=O)NCCSCc1ccccc1` (configuration not stated) gave mcGAS RapidFire -12.4.
O=C(CC1c2ccccc2CCc2ccccc21)N1CCCC1c1nccs1 (configuration not stated) was read as mcGAS RapidFire -0.6.
For Cc1cccc(CNC(=O)c2sc(=O)n(Cc3ccccc3F)c2C)c1 the results were mcGAS RapidFire -9.5.
`CCc1ocnc1C(=O)N(C)CC1Cc2ccccc2CN1C` (configuration not stated) gave mcGAS RapidFire -13.0.
Screening Cc1ccc2oc(C(=O)Nc3ccc(N4CCCC4=O)c(C)c3)cc(=O)c2c1 returned mcGAS RapidFire -4.9.
Screening Fc1ccc(OC2CCCN(Cc3cc4n(n3)CCNC4)C2)cc1 (configuration not stated) returned mcGAS RapidFire -11.6.
Screening CO[C@H]1CN(Cc2c(C)ccc3ncccc23)CC[C@H]1N returned mcGAS RapidFire -6.5.
Screening C=CCn1c(C)c(C)n2c3c(=O)n(Cc4ccc(C)cc4)c(=O)n(C)c3nc12 returned mcGAS RapidFire -6.2.
`CN(C)S(=O)(=O)c1cccc(COc2ccccc2C(F)(F)F)c1` gave mcGAS RapidFire -8.9.
`CN1CCC(CNC(=O)CCC(=O)Nc2ccc3c(c2)CCC3)C1` (configuration not stated) gave mcGAS RapidFire -9.1.
`O=C(O)CCCC(=O)c1c[nH]c2ccccc12` gave mcGAS RapidFire 4.6.
For CC(=O)Nc1sc(C)c(C)c1C(c1ccncc1)N1CCOCC1 (configuration not stated) the results were mcGAS RapidFire -3.3.
O=C(Nc1cccc(Br)c1)C1CCN(c2ncccn2)CC1 was read as mcGAS RapidFire -1.2.
`Cn1nnnc1Sc1ccc(S(C)(=O)=O)cc1[N+](=O)[O-]` gave mcGAS RapidFire 8.3.
For COc1ccc(C(=O)NC2CCC(C)CC2)c2ccccc12 (configuration not stated) the results were mcGAS RapidFire 2.5.
`COc1cc(CNC(C)c2ccc(CC(C)C)cc2)ccc1OCC#N` (configuration not stated) gave mcGAS RapidFire -2.5.
O=C1NCC2(CCCN(C(=O)Cc3ccc4c(c3)OCO4)C2)O1 (configuration not stated) was read as mcGAS RapidFire -18.7.
`CC(C)C(Nc1ncnc2c1CCNC2)c1nccn1C` (configuration not stated) gave mcGAS RapidFire -8.6.
Screening NC(=O)Cc1ccc(OCC(=O)NCCC2CCCC2)cc1 returned mcGAS RapidFire -1.0.

An excerpt, so the mix of outcomes need not match the whole.
